West Nile antiviral: inhibition of WNV-induced cytopathic effect – cell-based, CPE readout (AID 1621); West Nile virus-infected cells, CPE inhibition; higher % means a stronger effect; one-dose CPE inhibition, % at 10 µM; IC50 in µM for titrated hits; actives 0.02% (n = 290,000); in the data active means a potency from the dose series; inconclusive means CPE inhibition mostly from about 3.7% at the one dose, without a potency; inactive means the rest, 99 in 100 with CPE inhibition below about 2.2%; further: strong numbers were not always called active
NOD2 inhibition: NOD2 signaling inhibitors, cell-based, luminescence, uHTS, HEK293 (AID 1566) | HEK293 NOD2/NF-kB luciferase reporter, luminescence; higher % means a stronger effect | inhibition, % at 4 µM, or EC50 in µM where a hit was titrated | actives 0.63% (n = 290,000); further: many of its hits are not listed in these tables
NOD1 NF-kB reporter: inhibition of NOD1-driven NF-kB reporter – cell-based, luminescence, uHTS, primary screen (AID 1578); NOD1-driven NF-kB luciferase reporter cells, luminescence; higher % means a stronger effect; one-dose inhibition, % at 4 µM; EC50 in µM for titrated hits; actives 1% (n = 290,000); in the data active means inhibition mostly above about 36%, no sharp cut-off; inactive means mostly below about 34%;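 further: HEK-293T reporter cells stimulated with the NOD1 agonist gamma-tri-DAP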
Dengue-2 NS5 capping: Dengue-2 NS5 methyltransferase inhibitors, primary screen, biochemical, confirmation dose response (AID 588689). Dengue-2 NS5 methyltransferase capping enzyme assay, biochemical; higher % means a stronger effect. one-dose inhibition, % at 25 µM; IC50 in µM for titrated hits. actives 0.3% (n = 340,000); in the data active means a potency from the dose series; inconclusive means inhibition above about 29% without an active follow-up result
HIV fusion peptide: cell-free HIV fusion peptide-binding blockers – biochemical, uHTS, fluorescence dequenching, primary screen (AID 1986); cell-free peptide binding, fluorescence dequenching, 30 min; higher % means a stronger effect; actives 0.3% (n = 290,000); one-dose inhibition, % at 20 µM; IC50 in µM for titrated hits; in the data active means inhibition mostly above about 52%, no sharp cut-off; inactive means mostly below about 76%; further: some results filed as inactive read as strong as hits
KOR beta-arrestin-1: KOR antagonists, beta-arrestin recruitment, cell-based, luminescence, uHTS (AID 1778); inhibition, % at 10 µM; hits with a dose series show IC50 in µM; KOR beta-arrestin recruitment, luminescence, antagonist mode; higher % means a stronger effect; actives 0.091% (n = 290,000); further: strong numbers were not always called active
KOR beta-arrestin-2: KOR agonists, beta-arrestin recruitment, primary screen, cell-based, luminescence, uHTS (AID 1777); activation, % at 10 µM; hits with a dose series show EC50 in µM; actives 0.02% (n = 280,000); KOR beta-arrestin recruitment, luminescence; higher % means a stronger effect; in the data active means activation above about 50%, passing the limit was not always enough; further: a part of the inactive calls stands beside numbers as strong as those of hits
AID2073: disruptors of CaV2.2 binding to Mint1 – biochemical, HTRF (AID 2073). HTRF protein-protein interaction, Mint1-CaV2.2; higher % means a stronger effect. one-dose inhibition, % at 20 µM; IC50 in µM for titrated hits. actives 0.19% (n = 290,000); in the data active means inhibition mostly above about 51%, no sharp cut-off; inconclusive means no clear call, values can overlap the other calls; inactive means mostly below about 53%; further: some results filed as inactive read as strong as hits
Yfh1-off respiration: mitochondrial function rescue without frataxin homolog – Friedreich's ataxia, plus single-dose screen, dose response (AID 1465); one-dose fold induction at 50 µM; EC50 in µM for titrated hits; S. cerevisiae Yfh1-off respiration, WST-1 reduction, 72 h; higher fold induction means a stronger effect; actives 0.074% (n = 220,000);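 active means fold induction of absorbance versus untreated yeast above a set limit, then at least 30% activation at any dose in follow-up; inconclusive means repeats straddling the limit, or above it without dose testing; inactive means fold induction below the set limit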;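 further: activators that raise dye reduction in frataxin-depleted yeast; strong numbers were not always called active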
The depositor's hits bear a star; [ ] = another dose, or the depositor's remark. Unless noted, no stated cut-off is given here; in the data, active means inhibition above about 50%; inactive means the rest. A portion of the library. The share of hits here may be higher or lower than overall.

What do the screens show for `O=C(O)CSc1c(O)c2ccccc2[nH]c1=O`?
West Nile antiviral: 0.5%; NOD2 inhibition: 8.2%; NOD1 NF-kB reporter: -16.0%; Dengue-2 NS5 capping: 30.9%; HIV fusion peptide: -0.8%; KOR beta-arrestin-1: -15.3%[20 µM]; KOR beta-arrestin-2: -0.5%; AID2073: 9.1%; Yfh1-off respiration: inactive

What do the screens show for `COc1ccc(CNC(=O)C2CCN(C(=O)[C@@H](CC(C)C)NC(=O)OC(C)(C)C)CC2)cc1`?
West Nile antiviral: -0.2%; NOD2 inhibition: 5.0%; NOD1 NF-kB reporter: 20.2%; Dengue-2 NS5 capping: -0.7%; HIV fusion peptide: 13.5%; KOR beta-arrestin-1: -19.9%; KOR beta-arrestin-2: -9.6%; AID2073: inconclusive; Yfh1-off respiration: inactive

How did CCN(CC)S(=O)(=O)c1ccc(C(=O)NCc2n[nH]c(=S)n2Cc2ccccc2)cc1 do in these assays?
West Nile antiviral: 0.5%; NOD2 inhibition: 8.6%; NOD1 NF-kB reporter: 3.8%; Dengue-2 NS5 capping: -4.8%; HIV fusion peptide: -2.0%; KOR beta-arrestin-1: -40.4%; KOR beta-arrestin-2: 4.4%; AID2073: -25.4%; Yfh1-off respiration: inactive

How did O=C(CCN1C(=O)c2ccccc2C1=O)N1CCC(c2ccccc2)C1 (configuration not stated) do in these assays?
West Nile antiviral: 0.0%; NOD2 inhibition: 0.0%; NOD1 NF-kB reporter: -8.7%; Dengue-2 NS5 capping: -10.2%; HIV fusion peptide: 1.1%; KOR beta-arrestin-1: 30.9%; KOR beta-arrestin-2: 0.5%; AID2073: -6.1%; Yfh1-off respiration: inactive

Results for CCc1nc(SCC(=O)c2cccc([N+](=O)[O-])c2)n[nH]1 ?
West Nile antiviral: -0.8%; NOD2 inhibition: 14.7%; NOD1 NF-kB reporter: 4.2%; Dengue-2 NS5 capping: -5.8%; HIV fusion peptide: -0.9%; KOR beta-arrestin-1: -40.7%; KOR beta-arrestin-2: 0.1%; AID2073: -35.4%; Yfh1-off respiration: inactive

What do the screens show for `CC(C)n1cc(CN2CCC(n3nccc3NC(=O)CCCc3ccccc3)CC2)cn1`?
West Nile antiviral: -0.6%; NOD2 inhibition: 11.2%; NOD1 NF-kB reporter: -24.8%; Dengue-2 NS5 capping: -1.9%; HIV fusion peptide: -0.9%; KOR beta-arrestin-1: 1.0%; KOR beta-arrestin-2: -5.3%; AID2073: -3.6%

What do the screens show for `CCOC(=O)Cc1cnc(NC(=O)CSc2nc(N)cc(=O)[nH]2)s1`?
West Nile antiviral: 0.4%; NOD2 inhibition: 3.4%; NOD1 NF-kB reporter: -52.6%; Dengue-2 NS5 capping: -2.9%; HIV fusion peptide: 0.0%; KOR beta-arrestin-1: 2.4%; KOR beta-arrestin-2: -3.4%; AID2073: -2.3%; Yfh1-off respiration: inactive

How did CN1CCN(S(=O)(=O)c2ccc(Br)c3ccccc23)CC1 do in these assays?
West Nile antiviral: -0.8%; NOD2 inhibition: -7.6%; NOD1 NF-kB reporter: 0.5%; Dengue-2 NS5 capping: -10.3%; HIV fusion peptide: 2.5%; KOR beta-arrestin-1: -42.5%; KOR beta-arrestin-2: 1.8%; AID2073: 12.4%

How did Nc1cc(C(=O)OCC(=O)N2CCCC2)ccc1Cl do in these assays?
West Nile antiviral: 0.0%; NOD2 inhibition: -2.6%; NOD1 NF-kB reporter: -8.8%; HIV fusion peptide: -1.1%; KOR beta-arrestin-1: -28.6%; KOR beta-arrestin-2: -5.7%; AID2073: 2.3%; Yfh1-off respiration: inactive

What do the screens show for `COc1ccc(C(=O)Nc2nc3cc4c(cc3s2)OCO4)c(OC)c1`?
West Nile antiviral: -0.1%; NOD2 inhibition: -99.9%; NOD1 NF-kB reporter: -0.4%; Dengue-2 NS5 capping: -10.7%; HIV fusion peptide: 1.0%; KOR beta-arrestin-1: -76.7%; KOR beta-arrestin-2: 27.5%; AID2073: 11.7%; Yfh1-off respiration: inactive

How did COc1ccc(C(=O)Nc2ccc3c(c2)CCCN3C(=O)c2cccs2)c(OC)c1 do in these assays?
West Nile antiviral: 0.8%; NOD2 inhibition: 44.6%; NOD1 NF-kB reporter: 21.1%; Dengue-2 NS5 capping: -4.5%; HIV fusion peptide: 0.4%; KOR beta-arrestin-1: -28.1%; KOR beta-arrestin-2: 9.6%; AID2073: 7.9%

What do the screens show for `O=C(CSc1ccc2nnc(-c3ccc(F)cc3)n2n1)NCC1CCCO1` (configuration not stated)?
West Nile antiviral: inconclusive; NOD2 inhibition: 17.5%; NOD1 NF-kB reporter: -12.9%; Dengue-2 NS5 capping: 8.2%; HIV fusion peptide: 8.6%; KOR beta-arrestin-1: -17.6%; KOR beta-arrestin-2: -0.4%; AID2073: 37.8%; Yfh1-off respiration: inactive

How did COC(=O)c1ccccc1NC(=O)c1ccc2nccnc2c1 do in these assays?
West Nile antiviral: -0.2%; NOD2 inhibition: 18.6%; NOD1 NF-kB reporter: -35.1%; Dengue-2 NS5 capping: 6.7%; HIV fusion peptide: 13.5%; KOR beta-arrestin-1: 26.4%; KOR beta-arrestin-2: -3.2%; AID2073: 63.3%; Yfh1-off respiration: inactive

What do the screens show for `O=C(Cc1cccc(Cl)c1)Nc1ccc(Br)cc1`?
West Nile antiviral: -1.3%; NOD2 inhibition: -3.6%; NOD1 NF-kB reporter: -19.8%; Dengue-2 NS5 capping: -6.1%; HIV fusion peptide: 2.0%; KOR beta-arrestin-1: 1.3%; KOR beta-arrestin-2: 4.0%; AID2073: -7.7%; Yfh1-off respiration: inactive

Results for O=C(O)c1ccc(Cl)c(S(=O)(=O)NC(Cc2ccccc2)C(=O)O)c1 (configuration not stated) ?
West Nile antiviral: -0.2%; NOD2 inhibition: -4.7%; NOD1 NF-kB reporter: -30.4%; Dengue-2 NS5 capping: 0.8%; HIV fusion peptide: 0.5%; KOR beta-arrestin-1: -20.6%; KOR beta-arrestin-2: -0.1%; AID2073: -8.1%; Yfh1-off respiration: inactive

Results for CNC(=O)c1nc(C)c(C2(C)CC(c3ccccc3)=NO2)s1 (configuration not stated) ?
West Nile antiviral: -0.3%; NOD2 inhibition: -1.4%; NOD1 NF-kB reporter: -6.9%; Dengue-2 NS5 capping: -12.8%; HIV fusion peptide: -1.5%; KOR beta-arrestin-1: 26.0%; KOR beta-arrestin-2: -3.1%; AID2073: 10.3%; Yfh1-off respiration: inactive

What do the screens show for `COc1ccc(CCNC(=S)NC(=O)c2cccc(Cl)c2)cc1OC`?
West Nile antiviral: -0.9%; NOD2 inhibition: -2.1%; NOD1 NF-kB reporter: -2.1%; HIV fusion peptide: -2.8%; KOR beta-arrestin-1: 16.9%; AID2073: -16.7%; Yfh1-off respiration: inactive

How did O=C(c1csc2c1CCCC2)N1CCN(c2ccccc2)CC1 do in these assays?
West Nile antiviral: -0.1%; NOD2 inhibition: 14.8%; NOD1 NF-kB reporter: -14.3%; Dengue-2 NS5 capping: 3.4%; HIV fusion peptide: 4.3%; KOR beta-arrestin-1: 12.0%; KOR beta-arrestin-2: -5.8%; AID2073: -0.9%; Yfh1-off respiration: inactive

Results for COc1ccc(C2OC(=O)CC2C(=O)NCc2ccc(F)cc2)cc1OC (configuration not stated) ?
West Nile antiviral: 0.9%; NOD2 inhibition: -3.4%; NOD1 NF-kB reporter: -12.0%; Dengue-2 NS5 capping: -0.8%; HIV fusion peptide: 0.8%; KOR beta-arrestin-1: 0.6%; KOR beta-arrestin-2: -4.9%; AID2073: 9.1%; Yfh1-off respiration: inactive

What do the screens show for `O=C(COc1ccccc1)Nc1ccncc1`?
West Nile antiviral: -0.1%; NOD2 inhibition: 5.2%; NOD1 NF-kB reporter: -35.6%; Dengue-2 NS5 capping: -5.4%; HIV fusion peptide: 0.8%; KOR beta-arrestin-1: -13.2%[20 µM]; AID2073: 14.7%; Yfh1-off respiration: inactive

In the list so far, these have bromine.
How did CN1CCN(S(=O)(=O)c2ccc(Br)c3ccccc23)CC1 do in these assays?
West Nile antiviral: -0.8%; NOD2 inhibition: -7.6%; NOD1 NF-kB reporter: 0.5%; Dengue-2 NS5 capping: -10.3%; HIV fusion peptide: 2.5%; KOR beta-arrestin-1: -42.5%; KOR beta-arrestin-2: 1.8%; AID2073: 12.4%

What do the screens show for `O=C(Cc1cccc(Cl)c1)Nc1ccc(Br)cc1`?
West Nile antiviral: -1.3%; NOD2 inhibition: -3.6%; NOD1 NF-kB reporter: -19.8%; Dengue-2 NS5 capping: -6.1%; HIV fusion peptide: 2.0%; KOR beta-arrestin-1: 1.3%; KOR beta-arrestin-2: 4.0%; AID2073: -7.7%; Yfh1-off respiration: inactive

Next compounds
Results for COc1ccccc1C(=O)NCC(=O)Nc1cccnc1 ?
West Nile antiviral: 0.3%; NOD2 inhibition: 15.6%; NOD1 NF-kB reporter: -9.3%; Dengue-2 NS5 capping: -1.5%; HIV fusion peptide: 1.7%; KOR beta-arrestin-1: 6.9%; KOR beta-arrestin-2: -0.5%; AID2073: 1.9%; Yfh1-off respiration: inactive

Results for Cc1ccccc1N(C(=O)c1csnn1)C(C(=O)NC(C)(C)C)c1cccs1 (configuration not stated) ?
West Nile antiviral: 0.5%; NOD2 inhibition: -0.5%; NOD1 NF-kB reporter: -2.8%; Dengue-2 NS5 capping: 2.1%; HIV fusion peptide: 0.7%; KOR beta-arrestin-1: -38.7%[20 µM]; AID2073: 0.8%; Yfh1-off respiration: inactive

What do the screens show for `Cc1nnc(SCC(=O)NC(=O)NC(C)C)s1`?
West Nile antiviral: 0.2%; NOD2 inhibition: 23.7%; NOD1 NF-kB reporter: -28.9%; Dengue-2 NS5 capping: -1.6%; HIV fusion peptide: 0.4%; KOR beta-arrestin-1: 6.1%; KOR beta-arrestin-2: -1.0%; AID2073: 10.2%; Yfh1-off respiration: inactive

How did CC(C)OC(=O)CSc1nc2cc3c(cc2cc1C#N)OCO3 do in these assays?
West Nile antiviral: 0.3%; NOD2 inhibition: -56.0%; NOD1 NF-kB reporter: -30.1%; Dengue-2 NS5 capping: 2.4%; HIV fusion peptide: 4.4%; KOR beta-arrestin-1: -31.7%; KOR beta-arrestin-2: 8.5%; AID2073: 31.5%; Yfh1-off respiration: inactive

What do the screens show for `CC(C)Oc1cccc(-c2cc(C(=O)NC(=S)N(C)c3ccccc3C(=O)O)c3ccccc3n2)c1`?
West Nile antiviral: 0.1%; NOD2 inhibition: 10.1%; NOD1 NF-kB reporter: -35.5%; Dengue-2 NS5 capping: -4.4%; HIV fusion peptide: 7.2%; KOR beta-arrestin-2: 6.3%; AID2073: 7.9%; Yfh1-off respiration: inactive

What do the screens show for `CCOC(=O)C(NC(C)=O)C(O)c1ccc([N+](=O)[O-])cc1` (configuration not stated)?
West Nile antiviral: 0.3%; NOD2 inhibition: 4.1%; NOD1 NF-kB reporter: -33.2%; Dengue-2 NS5 capping: -6.2%; HIV fusion peptide: -0.1%; KOR beta-arrestin-1: -4.2%; KOR beta-arrestin-2: 4.4%; AID2073: -11.9%; Yfh1-off respiration: inactive
